Bioassay records deposited in PubChem by NMMLSC.
Myeloid diff 2 = induction of myeloid progenitor differentiation, primary screen, cell-based, flow cytometry, MLPCN library; ER-HoxA9 myeloid progenitors, lysozyme-GFP differentiation; calls only at 10 µM; 360,000 compounds, 1% hits; AID 624256, 2012;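 active = normalized GFP-positive differentiation at or above the plate's own cutoff, the solvent-only control mean plus 3 SD; inconclusive = no clear call, values can overlap the other calls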;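 also: cells exposed to compound for four days before flow analysis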
Myeloid diff 2 GFP+ MAC1+ % = recorded beside Myeloid diff 2, whose call it bears; GFP+ MAC1+ double positive, %; measured here: differentiation confirmed by MAC1 staining
Active calls of the source: *; i = inactive; ? = inconclusive; nt = not tested or not shown; & = joins results of further samples. Only part of the results is shown, so the mix of outcomes need not match the whole.

SMILES | Myeloid diff 2 | Myeloid diff 2 GFP+ MAC1+ %
CC(C)(C(=O)N1CCC1(C)C(=O)Nc1ccccc1Br)c1ccccc1 (stereo not given) | i | 1.6
COc1ccc(C(C)=O)cc1Cn1c(C)c(C(=O)NCc2ccc(C(F)(F)F)cc2)sc1=O | i | 1.7
Cc1cc(=O)oc2c3c(cc(OCC(=O)NCC(O)c4ccccc4)c12)OC(C)(C)CC3 (stereo not given) | i | 7.8
CC(NCC(=O)NC(=O)NCCC1=CCCCC1)c1ccc(S(N)(=O)=O)cc1 (stereo not given) | i | 0.8
CCOc1ccccc1-n1ccn(CC(=O)Nc2ccc(Br)cc2F)c(=O)c1=O | i | 0.6
O=C(COC(=O)Cc1c(F)cccc1Cl)Nc1ccc2[nH]c(=O)[nH]c2c1 | i | 0.5
CCc1ccc(C(O)c2ncc(-c3cccc(C(F)(F)F)c3)[nH]2)cc1 (stereo not given) | i | 2.8
CC(C)(CNC(=O)c1cccc(S(=O)(=O)Nc2ccc(SC(F)F)cc2)c1)N1CCOCC1 | i | 0.5
O=C(NN=C(c1ccccc1)c1ccccn1)c1ccccc1 | ? | nt
CCN1C(=O)[C@@H]2[C@@H](c3ccc(-c4ccc(OC)cc4)c(OC)c3)N3CCCC[C@@]3(C(=O)OC)[C@@H]2C1=O | i | 0.4
Cc1ccc(NS(=O)(=O)c2ccc3c(c2)CCC(=O)N3)cc1 | i | 1.0&1.8
Cc1noc(C)c1NC(=O)N(C)C[C@H]1Oc2ccc(NC(=O)NC(C)C)cc2C(=O)N([C@H](C)CO)C[C@@H]1C | i | 1.2
O=C(COc1ccc(Cl)cc1Cl)N1CCNC1=O | i | 0.7
CCOC(=O)[C@]12CCCC=C1N(Cc1ccc(Cl)cc1Cl)C(=O)[C@H](CC(=O)N1CCSCC1)C2 | i | 0.8
Cc1noc(C)c1S(=O)(=O)N(C)C[C@H]1OCCCC[C@@H](C)Oc2ccc(NC(=O)CCCN(C)C)cc2C(=O)N([C@H](C)CO)C[C@@H]1C | i | 1.0
Cc1cccc(NC(=O)c2nc[nH]c2C(=O)N2CCN(c3ccccc3)CC2)c1 | i | 1.4
c1ccc2[nH]c(CCCCCc3nc4ccccc4[nH]3)nc2c1 | i | 0.6
COc1ccc(CNC(=O)C2Cc3c(-c4cccc(C(C)=O)c4)ccnc3O2)cc1OC (stereo not given) | i | 0.5
CC(C)C[C@H]1CNC(=O)C(=O)N1C[C@@H]1CCCN1C[C@H](Cc1ccccc1)N1C[C@H](Cc2ccccc2)N(CC2CCCCC2)C(=O)C1=O | i | 1.7
CC(=O)N1CCC(CCCC2CCN(C(C)=O)CC2)CC1 | i | 2.2
O=C(c1ccc(-c2ccccc2)cc1)N1CCN(c2ccc3c(c2)C2CC3CCN2C(=O)OCc2ccccc2)CC1 (stereo not given) | i | 0.3
Cc1ccc(C(=O)COC(=O)COc2ccccc2[N+](=O)[O-])s1 | i | 0.7
COc1cccc(C(C)=NNc2ccc([N+](=O)[O-])cc2[N+](=O)[O-])c1OC | i | 1.2
CCCc1nc2c3ccccc3ccn2c1CC(C)(C)C | i | 1.1
CSCCC(NC(=O)COc1ccccc1)C(=O)N(C)Cc1c(F)cccc1Cl (stereo not given) | i | 0.7
CC1CC(C)CN(C(=O)c2cccc(S(=O)(=O)N(C)c3ccccc3)c2)C1 (stereo not given) | i | 1.5
COc1ccc(C)cc1-n1c(SCC(=O)N2CCOCC2)nc2ccccc2c1=O | i | 0.8
Nc1nc(NCc2cccs2)nn1-c1ccccc1 | i | 1.3
COc1ccc(NC(=O)C[C@H]2C(=O)N(CCc3ccccc3)C[C@@H]2CSC)cc1 | i | 0.2
Cc1cccc(C)c1NC(=O)C(c1ccccc1)N1CCN(c2ccc(C(F)(F)F)cn2)CC1 (stereo not given) | i | 1.0
O=C1NC(=O)C2C3OC(C(Br)C3Br)C12 (stereo not given) | i | 0.2
O=C(O)C1C2C=CC(C2)C1C(=O)NCc1ccccc1 (stereo not given) | i | 1.8
Cc1ccccc1OCC(=O)OCC(=O)NC1CCCC(C)C1C (stereo not given) | i | 1.6
COc1ccccc1-c1noc2c1C(=O)N(Cc1cn(C3CCCC3)nn1)CC2 | i | 1.4
CC(C)C[C@H]1CN([C@@H](Cc2ccc(O)cc2)CN2CCC[C@@H]2CN2C(=S)NC[C@@H]2Cc2ccccc2)C(=S)N1CC1CCCCC1 | i | 2.0
O=C(Nc1ccccc1)c1ccc(CN2CCC(Cc3ccccc3)CC2)cc1 | i | 0.5
COc1ccccc1CNC(=O)c1cc(-c2cc(F)ccc2OC(C)C)n[nH]1 | i | 0.4
CCNC(=O)C1CCCN(C(=O)c2ccc(C#N)cc2)CC1 (stereo not given) | i | 0.4
COc1cc(OC)cc(-c2c(C#Cc3ccsc3)c3cc(-c4cnc(OC)nc4)ccc3n2C)c1 | i | 0.5
NS(=O)(=O)c1ccc(N2N=C(c3ccccc3)CC2c2ccccc2Br)cc1 (stereo not given) | i | 0.3
CO[C@@H]1CN(C)C(=O)c2cc(NC(=O)NC3CCCCC3)ccc2OC[C@@H](C)N(CCc2ccccc2)C[C@@H]1C | i | 1.8
COc1ccc(C2(c3ccc(OC)cc3)NC(=O)N(CC(=O)N3CCOCC3)C2=O)cc1 | i | 0.4
COc1ccc(OC(=O)c2cccc(S(=O)(=O)N3CC(C)OC(C)C3)c2)cc1 (stereo not given) | i | 0.3
COc1cccc(CNc2nc3cc(-c4ccc(F)cc4)sc3c(=O)n2C)c1OC | i | 0.7
COc1ccccc1N1CCN(Cc2cc(=O)oc3cc(C)cc(C)c23)CC1 | i | 1.1
Cc1ccc(S(=O)(=O)NN=C2CC3CCC2(C)C3(C)C)cc1 (stereo not given) | i | 0.9
CC(C)C(N)c1csc(Nc2ccc(C(F)(F)F)cn2)n1 (stereo not given) | i | 0.2
COC(=O)c1cc(CNC(=O)C2CC(=O)N(c3ccc4c(c3)OCCO4)C2)ccc1OC (stereo not given) | i | 0.6
CCSc1cnnc2ccccc12 | i | 1.7
CC(C)(C)NC(=O)C(c1ccccc1F)n1c(=O)c(-c2ccco2)nc2ccccc21 (stereo not given) | i | 3.7
ClCCn1cnc2c(SCc3ccccc3Cl)ncnc21 | i | 4.4
COc1ccc(C2=Nc3ccccc3N(C(=O)Cc3cc(OC)cc(OC)c3)C2C(=O)NC(C)C)cc1 (stereo not given) | i | 3.0
C[C@H](CO)N1C[C@H](C)[C@@H](CN(C)C(=O)c2cc(-c3ccccc3)on2)OCc2cnnn2CCCC1=O | i | 0.5
O=C(COC(=O)/C=C/c1ccccc1[N+](=O)[O-])NC(=O)NC1CCCC1 | i | 1.2
C[C@@H]1CCCCO[C@H](CN(C)S(=O)(=O)c2cn(C)cn2)[C@H](C)CN([C@@H](C)CO)C(=O)c2cc(NC(=O)c3ccccc3)ccc2O1 | i | 0.5
CCCS(=O)(=O)NC(=O)C1(C)CCN(C(=O)c2c(F)cccc2F)C1 (stereo not given) | i | 1.7
O=C(COC(=O)Cc1c(Cl)cccc1Cl)NCc1ccccc1 | i | 0.2
CO[C@H]1CN(C)C(=O)c2ccc(NS(=O)(=O)c3ccccc3F)cc2OC[C@H](C)NC[C@@H]1C | i | 2.2
CCOc1cc(N2CCOCC2)c(OCC)cc1NC(=O)CSc1nnc(N)s1 | i | 1.5
Cn1ccc2c(-c3ccc(F)nc3)cc3c(c21)C1CCC3C1 (stereo not given) | i | 0.6

Other entries:
SMILES | Myeloid diff 2 | Myeloid diff 2 GFP+ MAC1+ %
Oc1ccc(Cl)cc1CNCc1ccc(C(F)(F)F)cc1 | i | 2.0
O=C(Nc1cccc(F)c1)N1CCc2nc(NCc3cccc(Oc4ccccc4)c3)ncc2C1 | i | 2.4
C[C@H]1CN([C@@H](C)CO)S(=O)(=O)c2ccc(C#CC3CC3)cc2O[C@@H]1CN(C)S(C)(=O)=O | i | 1.6
COc1cccc(C(NC(C)=O)c2nc(-c3cccnc3)cs2)c1 (stereo not given) | i | 0.8
O=C(NCc1ccccc1)c1cc(C2COCCN2C(=O)c2ccccc2)on1 (stereo not given) | i | 0.9
Cc1cccc(S(=O)(=O)N2C[C@@H](O)COC[C@@H]3O[C@H](CC(=O)NCCCN4CCOCC4)CC[C@H]32)c1 | i | 1.1
COC(=O)[C@]1(Sc2ccc(OC)cc2)CC(=O)N[C@@H]1c1ccccc1 | i | 0.4
CCOC1=C2[C@H]([C@H]3C(=O)N(c4ccccc4)C(=O)[C@H]3C1)[C@@H](C(C)C)N(S(=O)(=O)c1ccc(C)cc1)[C@H]2c1ccccc1 | i | 0.7
O=C(OCCOc1ccccc1)c1cc(S(=O)(=O)N2CCOCC2)c(Cl)cc1Cl | i | 0.4
O=C(CSc1ncn[nH]1)Nc1nc2c(F)c(F)c(F)cc2s1 | i | 0.6
CC1CCc2sc3c(c2C1)c1ncnn1c(=O)n3CC(=O)c1ccc(Br)cc1 (stereo not given) | i | 0.7
CC1(C(=O)NS(=O)(=O)c2cccc(C#N)c2)CCN1C(=O)CCC1CCCC1 (stereo not given) | i | 0.8
Cc1ccc(-n2c(-c3ccc(Br)cc3)n[nH]c2=S)c(C)c1 | i | 1.7
O=C(CN1CCN(S(=O)(=O)c2cccs2)CC1)NCC1CCCCC1 | i | 0.7
COc1ccc(OC)c(CN2C(=O)CCC2(C)c2nnnn2-c2c(C)cccc2C)c1 (stereo not given) | i | 1.2
CCN1C(=O)[C@H]2[C@@H](c3ccc(C)cc3)N3C(=O)N(c4cccc(Br)c4)C(=O)[C@@]3(C)[C@H]2C1=O | i | 0.5
CCOC(=O)C1CCCN(C(=O)c2ccc3c(c2)OCCO3)C1 (stereo not given) | i | 0.5
CCC(C(=O)OCc1csc(CC(=O)Nc2ccccc2C)n1)c1ccccc1 (stereo not given) | i | 0.5
COc1ccc(-c2oc(=O)c3cc(OC)c(OC)cc3c2C#CC2(O)CCCCC2)cc1 | i | 1.6
COC(=O)[C@]12CCCCC=C1N(CCc1ccc(OC)c(OC)c1)C(=O)[C@H](CC(=O)NCc1cccs1)C2 | i | 3.1
O=C(COC(=O)CNC(=O)c1ccccc1Cl)NC1CC1 | i | 0.5
CCN(C(=O)COC(=O)c1ccc(O)cc1)c1cccc2ccccc12 | i | 0.8
COCCNC(=O)C1CCCN(C(=O)/C=C/c2ccccc2)CC1 (stereo not given) | i | 0.4
CC1CCN(CC(=O)Nc2ccc3c(c2)OCO3)CC1 | i | 0.8
CCCS(=O)(=O)NC(=O)C1(C)CCCN(C(=O)c2cc(C)n(C(C)(C)C)n2)C1 (stereo not given) | i | 0.7
CC1(C(=O)NCc2ccc(C(F)(F)F)cc2)CCN1Cc1c(F)cccc1F (stereo not given) | i | 0.4
O=C(NCc1ccc(F)cc1)C1CCCN1S(=O)(=O)c1ccccc1C(F)(F)F (stereo not given) | i | 0.4
CC(=O)c1cccc(-c2ccnc3c2CC(C(=O)Nc2ccc(Cl)cc2)O3)c1 (stereo not given) | i | 0.6
Nc1nc(Cl)nc2c1ncn2C1OCC(O)C(O)C1O (stereo not given) | i | 0.7
Nc1ccc2c(c1)C(=O)c1ccc(N)cc1-2 | i | 0.6
COc1cc(/C=C/C(=O)N(C)CC(=O)Nc2ccccc2Br)cc2c1OCCO2 | i | 0.6
Cc1noc(C)c1COc1ccccc1C(=O)N1CCN(c2cccc(C(F)(F)F)c2)CC1 | i | 1.0
Cc1noc(C)c1COc1ccccc1C(=O)NC(C)c1ccc(Cl)cc1 (stereo not given) | i | 0.4
COc1cccc(NC(=O)COC(=O)c2ccc(C)c(S(=O)(=O)N3CCCCC3)c2)c1 | i | 0.7
Nc1ccc2c(S(=O)(=O)O)cccc2c1S(=O)(=O)O | i | 0.4
O=C(NNC(=O)c1cncc(Br)c1)c1ccncc1 | i | 0.5
CCCN(CC(=O)Nc1ccccc1OC)C(=O)c1ccccn1 | i | 0.5
COc1ccc(NC(=O)C2Cc3c(-c4ccc5c(c4)OCO5)ccnc3O2)cc1OC (stereo not given) | i | 1.7
CN1CCN(c2ccncc2S(=O)(=O)N2CCCC2)CC1 | i | 0.1
C=CC[C@@H](CC(=O)N(CCO)Cc1ccccc1)C(=O)N[C@H](COC(=O)[C@@H](CC=C)CC(=O)OC(C)(C)C)c1ccccc1 | i | 1.7
